A3A deaminase: human APOBEC3A DNA deaminase inhibition | P31941 | recombinant A3A, FAM/TAMRA ssDNA deamination fluorescence | inhibition, % at 20 µM | 330,000 tested, 0.41% active | AID 493011;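 active means at least 40% inhibition at 20 µM here, with at most 30% in a related deaminase screen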;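 further: plate controls were A3A with DMSO for no effect and wells lacking A3A enzyme for full effect; some results filed as inactive read as strong as hits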
Target sequence (P31941 whole entry, looked up): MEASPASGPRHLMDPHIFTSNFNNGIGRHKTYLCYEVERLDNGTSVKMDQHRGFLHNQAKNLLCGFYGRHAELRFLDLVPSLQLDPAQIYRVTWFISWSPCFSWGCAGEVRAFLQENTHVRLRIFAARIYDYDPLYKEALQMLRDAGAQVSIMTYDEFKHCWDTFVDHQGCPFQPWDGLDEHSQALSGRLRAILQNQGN
mIAP block: blocks mouse intestinal alkaline phosphatase; inhibition, % at 10 µM; AID 2806; 330,000 tested, 0.2% active; purified mouse IAP, CDP-Star luminescence, 30 min;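 active means inhibition of at least 40% at 10 µM in the primary screen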;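 further: plate controls were DMSO with enzyme for no effect and no enzyme wells for full effect; values of inactives mirror those of a sister screen read the other way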
SENP1 inh: SENP1 (human) catalytic domain inhibition | 360,000 tested, 0.21% active | AID 624204 | recombinant SENP1 catalytic domain, CyPet-SUMO1-YPet FRET cleavage | inhibition, % at 10 µM;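 active means inhibition at least 30% at 10 µM, raw YFP signal under a set limit, fluorescence ratio 0.5 to 1.5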;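 further: 0% = enzyme with DMSO and 100% = no enzyme wells; some results filed as inactive read as strong as hits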
Target sequence (Q9P0U3 419-644 limits assumed): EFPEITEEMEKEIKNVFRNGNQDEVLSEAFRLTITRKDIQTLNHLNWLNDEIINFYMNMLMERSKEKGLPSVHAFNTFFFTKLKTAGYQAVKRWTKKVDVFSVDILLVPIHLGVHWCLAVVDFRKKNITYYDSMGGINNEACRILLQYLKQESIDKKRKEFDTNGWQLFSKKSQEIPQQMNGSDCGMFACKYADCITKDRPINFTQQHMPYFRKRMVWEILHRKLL
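Test system: recombinant human SENP1 catalytic domain, His6-tagged / Medium: pH 8 Tris buffer with EDTA, NaCl, BME, BSA, NP40, catalase / Also added: SUMO1 FRET substrate flanked by Cypet and Ypet, 25 nM / Times: 50 min reaction at room temperature / Signal: FRET, CFP and YFP emission / Control set: no-enzyme low control and enzyme-plus-DMSO high control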
mIAP activ: increases mouse intestinal alkaline phosphatase activity. activation factor at 10 µM. 330,000 tested, 0.24% active. muIAP, CDP-Star luminescence, 30 min; active compounds read high; 1 = vehicle-only enzyme signal, 0 = enzyme-free wells;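 active means activation factor of at least 2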; further: the source names both 10 and 20 µM as test concentration; values of inactives mirror those of a sister screen read the other way
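System: mouse IAP enzyme. Reagent: CDP-Star chemiluminescent phosphatase substrate. Benchmarks: DMSO wells, no-enzyme wells. Times: 30 min enzyme-substrate-compound incubation at room temperature. Detection: luminescence from enzymatic CDP-Star hydrolysis. Doses: test compounds delivered from DMSO solution.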
hIAP activ: increases human intestinal alkaline phosphatase activity. purified human IAP, CDP-Star luminescence, 30 min; active compounds read high; 1 = vehicle-only enzyme, 0 = enzyme-free background. activation factor at 10 µM. 330,000 tested, 0.16% active;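 active means activation factor of the enzyme at least 2-fold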; further: the source names both 10 and 20 µM as test concentration; values of inactives mirror those of a sister screen read the other way
Target sequence (P09923 whole entry, looked up): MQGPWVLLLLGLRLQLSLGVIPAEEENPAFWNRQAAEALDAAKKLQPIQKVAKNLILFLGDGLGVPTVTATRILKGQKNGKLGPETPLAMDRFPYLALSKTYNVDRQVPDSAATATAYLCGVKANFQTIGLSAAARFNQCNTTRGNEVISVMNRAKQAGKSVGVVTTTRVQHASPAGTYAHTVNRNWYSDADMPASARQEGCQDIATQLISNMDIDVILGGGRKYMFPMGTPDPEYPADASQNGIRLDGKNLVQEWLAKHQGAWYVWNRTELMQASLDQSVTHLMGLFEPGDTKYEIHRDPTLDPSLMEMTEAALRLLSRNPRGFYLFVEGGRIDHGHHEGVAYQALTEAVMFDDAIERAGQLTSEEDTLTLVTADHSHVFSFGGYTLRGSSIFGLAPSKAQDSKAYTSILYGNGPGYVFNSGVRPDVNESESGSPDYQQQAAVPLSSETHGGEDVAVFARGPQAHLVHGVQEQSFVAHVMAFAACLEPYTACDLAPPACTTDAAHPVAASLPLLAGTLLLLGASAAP
A3G deaminase: inhibitors of human APOBEC3G DNA deaminase | Q9HC16 | inhibition, % at 20 µM | recombinant A3G, ssDNA deamination FAM/TAMRA fluorescence | 330,000 tested, 0.28% active | AID 493012;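 active means inhibition of at least 40% at 20 µM, with no more than 30% in the related APOBEC3A deaminase screen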;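 further: plate controls were DMSO wells with A3G for no effect and wells lacking A3G enzyme for full effect; some compounds called inactive have numbers as strong as hits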
NLRP3 yeast inh: NALP3 inhibition in yeast; Yeast reconstituted NLRP3/ASC/caspase-1, beta-gal luminescence, 24 h; inhibition, % at 10 µM; 330,000 tested, 0.39% active; AID 2825;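 active means inhibition of 50% or more; inactive means inhibition below 50%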;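 further: plate controls were induced DMSO wells for no effect and uninduced yeast grown without galactose for full effect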
hIAP block: human IAP inhibition | purified IAP, CDP-Star luminescence, 30 min | inhibition, % at 10 µM | AID 2544 | 330,000 tested, 0.12% active;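 active means inhibition reaching a set limit with compound at 10 µM in the primary screen, cut at about 35% in these data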;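 further: plate controls were DMSO wells with enzyme for no effect and no-enzyme buffer wells for full effect; values of inactives mirror those of a sister screen read the other way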
MIN6 prolif: inducers of beta-cell replication in MIN6 cells; MIN6 cells proliferation, ATPlite luminescence, 48 h; cells starved in 0.2% serum; 100% = growth in 10% serum; proliferation, % at 10 µM; 330,000 tested, 0.29% active;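 active means compounds whose signal lies at least 3.5 SD above the mean of all wells on their plate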;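 further: 0% = DMSO-treated cells in low-serum medium and 100% = 10% serum control; some compounds called inactive have numbers as strong as hits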
An asterisk follows results filed as active. The list is partial (hit frequency here may not be typical).

SMILES	A3A deaminase	mIAP block	SENP1 inh	mIAP activ	hIAP activ	A3G deaminase	NLRP3 yeast inh	hIAP block	MIN6 prolif
Cc1ccc(C(=O)N2CCC(C(=O)NC3CCCCCC3)CC2)cc1	1	-16	1	1.2	1.1	-1	10	-8	-2
O=C(CNC(=O)C1CCCCC1)Nc1cc(Cl)ccc1Cl	3	4	3	0.96	1	0	-3	-2	0
Cc1csc(CNc2ncnc3ccc(-c4ccc5c(c4)OCO5)cc23)c1	-7	-3	0	1	0.94	-8	8	6	-3
Cc1ccccc1Nc1nc(N)nc(CN2CCN(Cc3ccc4c(c3)OCO4)CC2)n1	2	-4	1	1	1.1	-5	5	-7	0
COc1cc(Cl)c(C)cc1NC(=O)CSc1nnc(-c2ccco2)n1CC(C)C	-1	10	0	0.9	0.99	-7	11	1	-5
Nc1c(S(=O)(=O)c2ccccc2)c2nc3ccccc3nc2n1C1CC1	2	-10	-8	1.1	1.2	-4	6	-16	-2
O=C(/C=C1\NC2(CCCC2)Cc2ccccc21)N1CCOCC1	-4	-3	-9	1	1.1	1	19	-13	-5
CC(=O)N/C(=C\c1ccccc1)C(=O)OCC(=O)c1ccc(F)cc1	0	2	1	0.98	1	-1	6	-1	-3
Cc1ccc(Sc2ncccc2C(=O)N(C)Cc2cccs2)c(C)c1	-2	6	0	0.94	1.1	-6	-7	-6	0
O=C(COc1cccc2cccnc12)Nc1ccccc1	-8	-10	-1	1.1	1.1	-6	18	-10	-2
CCOc1ccc(/C=C/C(=O)c2ccccc2)cc1	4	5	-6	0.95	0.94	-4	49	6	-5
CCOc1ccc(-n2ccn(CC(=O)NCCc3ccccc3)c(=O)c2=O)cc1	-4	9	1	0.91	0.97	6	10	3	-5
O=C(COc1ccccc1)NNC(=O)COc1ccc([N+](=O)[O-])cc1	-2	18	2	0.82	0.96	-8	2	4	7
Cc1ccc(-c2nnc(SCC(=O)OC(C)C)n2N)cc1	-3	-3	3	1	1.1	-4	2	-13	2
CN(Cc1ccccc1)CC1CCCN(CCc2ccccc2F)C1 (stereo not given)	-3	7	0	0.93	1	-7	36	-1	-2
Cc1ccc(CCN2CC(C(=O)NC3CCCCC3)CC2=O)cc1 (stereo not given)	-6	10	3	0.91	1.1	-5	17	-10	0
Cc1c(Cl)cccc1NC(=O)CSc1sc2c(O)cc(=O)[nH]c2c1C#N	11	8	-2	0.92	0.89	8	16	11	0
Cc1ccc(S(=O)(=O)N2CCOCC2)cc1NC(=O)COC(=O)c1ccc(Br)cc1	1	-12	3	1.1	1.1	13	12	-10	-2
O=C(Nc1ccc(F)c(F)c1)c1cnc(-c2ccccc2)nc1-c1ccccc1	0	-8	2	1.1	0.92	-7	-3	8	-1
O=C(COc1ccccc1Cl)NCc1ccncc1	2	7	2	0.93	0.82	0	8	18	0
CCn1c(=O)c(C(=O)NCCN2CCCCC2)c(O)c2ccccc21	1	2	1	0.97	0.93	1	38	7	-6
Cc1ccc(CSc2nnc(NC(=O)Cn3cnc4ccccc4c3=O)s2)cc1	4	5	-5	0.95	0.86	-8	19	14	1
Cc1ccc(NC(=O)CSc2nnc(-c3cccs3)o2)cc1S(=O)(=O)N1CCCCC1	2	9	4	0.91	1.2	5	-7	-19	0
Cc1nc2sc(C(c3cccs3)N3CCN(c4ccccc4)CC3)c(O)n2n1 (stereo not given)	1	1	0	0.99	1.1	1	5	-12	5
COc1cccc(N2CCN(Cc3nc4scc(-c5ccccc5)c4c(=O)[nH]3)CC2)c1	2	-5	1	1	0.83	0	17	17	-5
O=C(COC(=O)c1ccc(S(=O)(=O)NCc2ccco2)cc1)Nc1ccc(OC(F)F)cc1	4	7	-1	0.93	0.96	-1	4	4	0
Nc1ccc2oc(-c3ccc4nc[nH]c4c3)nc2c1	-6	7	-36	0.93	1.2	-4	4	-18	-6
CS(=O)(=O)NCCSCc1ccco1	13	5	4	0.95	1	3	-11	-3	0
CC12CCC(C(=O)NCc3ccccc3Cl)(C(Br)C1=O)C2(C)C (stereo not given)	2	-6	2	1.1	0.96	-6	31	4	0
COCCOC(=O)C1=C(C)Nc2ncnn2C1c1ccccc1 (stereo not given)	0	-3	0	1	0.98	-3	4	2	-3

Profiles from above:
Profile of Nc1ccc2oc(-c3ccc4nc[nH]c4c3)nc2c1 → A3A deaminase = -6; mIAP block = 7; SENP1 inh = -36; mIAP activ = 0.93; hIAP activ = 1.2; A3G deaminase = -4; NLRP3 yeast inh = 4; hIAP block = -18; MIN6 prolif = -6
Profile of Cc1c(Cl)cccc1NC(=O)CSc1sc2c(O)cc(=O)[nH]c2c1C#N → A3A deaminase = 11; mIAP block = 8; SENP1 inh = -2; mIAP activ = 0.92; hIAP activ = 0.89; A3G deaminase = 8; NLRP3 yeast inh = 16; hIAP block = 11; MIN6 prolif = 0

Other results follow.
SMILES	A3A deaminase	mIAP block	SENP1 inh	mIAP activ	hIAP activ	A3G deaminase	NLRP3 yeast inh	hIAP block	MIN6 prolif
CS(=O)(=O)c1ccc2nc(NC(=O)c3cc([N+](=O)[O-])cc([N+](=O)[O-])c3)sc2c1	-5	7	2	0.93	0.77	-5	24	24	-5
Cc1oc(-c2ccc(Cl)cc2)nc1CN1CCCC(C(=O)NCc2cccnc2)C1 (stereo not given)	-2	1	-11	0.99	1.1	-3	6	-6	-4
C=CCc1cccc(CNc2ccc(Br)cc2)c1O	2	-10	1	1.1	0.83	-5	20	17	0
O=c1c2ccccc2nc(SCc2cccc(F)c2)n1C1CCCC1	1	2	1	0.98	0.85	3	7	15	-3
CCOc1ccc(NC(=O)NCCN2CCN(c3ccccc3F)CC2)cc1	1	-10	-2	1.1	0.97	-9	34	3	2
COc1ccc(N2CCN(CC(=O)Nc3nc4c(s3)CC(C)CC4)CC2)cc1 (stereo not given)	-4	13	1	0.87	1.3	-8	22	-26	-5
Cn1c(=O)c2sccc2n2c(CCCC(=O)NCCc3ccc(S(N)(=O)=O)cc3)nnc12	-3	7	3	0.93	0.84	-7	-6	16	-1
Cc1nn(Cc2ccccc2)c(C)c1NC(=O)CSc1n[nH]c(C)c1[N+](=O)[O-]	2	4	2	0.96	0.89	-3	20	11	0
COc1cccc(NC(=O)Nc2cc(C(=O)NCC3CCCO3)ccc2N2CC3CC(C2)c2cccc(=O)n2C3)c1 (stereo not given)	-4	3	4	0.97	1	2	3	-2	0
c1ccc2[nH]c(CN3CCOCC3)nc2c1	-5	-1	0	1	0.93	-11	10	7	2
CCn1c(SCC(=O)Nc2nccs2)nnc1-c1ccncc1	0	-2	2	1	0.88	-3	5	12	1
O=C(Nc1ccc(Cl)cc1)N1CCOC12CCCCC2	-1	-10	2	1.1	0.87	-8	1	13	1
CCCc1cc(=O)oc2cc(C)cc(OCC(=O)NCc3ccccn3)c12	-8	4	-1	0.96	1.1	-7	16	-12	0
Cc1ccc(NS(=O)(=O)c2ccc(C(=O)NCc3cccnc3)cc2)cc1	2	4	-2	0.96	1.1	0	14	-13	-1
COC(=O)c1sc(NC(=O)c2cc(C)on2)nc1C	1	-1	0	1	1	-10	38	-4	2
Cc1ccc(C(=O)NCCNc2ccc(Cl)cc2[N+](=O)[O-])o1	1	10	5	0.9	0.86	-5	22	14	0
COc1ccc(/C=N/NC(=O)c2cc[n+]([O-])cc2)cc1O	0	4	0	0.96	1	-1	-24	-4	-1
CCOc1ccc(-c2nnc(NC(=O)Cc3cc(OC)c(OC)c(OC)c3)o2)cc1	3	-9	1	1.1	1	0	5	-4	0
O=C(Nc1ccc(C(=O)O)cc1)/C(=C\c1ccco1)NC(=O)c1ccc(Br)o1	1	6	-13	0.94	0.95	-4	14	5	1
Cn1c(NC(=O)c2ccc(Br)o2)cc(=O)n(C)c1=O	7	-7	-1	1.1	1.2	2	3	-18	-3
COc1nc(NCCc2ccc(OC)c(OC)c2)nc(NC(C)(C)CO)n1	-4	-2	2	1	0.94	-7	-10	6	-3
COC(=O)C1=C(C)N(CC2CCCO2)C(=O)/C1=C\c1ccc(O)cc1 (stereo not given)	-5	17	2	0.83	0.91	-5	26	9	0
Cc1ccc(S(=O)(=O)N2CCN(S(=O)(=O)c3cccs3)CC2)cc1	-3	9	-1	0.91	0.91	-7	-10	9	6
Clc1ccc(C(Cn2ccnc2)OCc2c(Cl)cccc2Cl)c(Cl)c1 (stereo not given)	0	-53	0	1.5	1.2	-5	34	-22	-8
CC1CCN(Cc2ccc(-c3nn[nH]n3)cc2)CC1	7	4	0	0.96	1	3	1	0	3
CCCn1c(Cc2ccccc2)nnc1SC(C)C(=O)NC1CC1 (stereo not given)	-2	12	-2	0.88	1.2	-7	14	-17	-1
O=C1OC(Nc2nc3ccccc3s2)c2ccccc21 (stereo not given)	-3	-9	2	1.1	0.96	-5	8	4	-2
CCOc1cc(/C=N/N=C2/NC(=O)C(CC(=O)O)S2)ccc1OS(=O)(=O)c1ccc(C)cc1 (stereo not given)	1	6	2	0.94	0.88	-1	15	12	-3
Cc1cc2oc(=O)cc(CN3CCOCC3)c2cc1C	0	4	0	0.95	0.82	-7	20	18	2
CC(C)(C)OC(=O)N1CCN(CCNC(=O)c2ccccc2)CC1	2	6	2	0.94	1	-4	16	-1	0
Cc1ccc2nc3c(cc(C(N)=S)c(=N)n3CCCOC(C)C)c(=O)n2c1	3	6	-25	0.94	0.97	-5	7	3	-6
Cn1c(=O)c2c(ncn2CC(=O)NC(C)(C)C)n(C)c1=O	-1	6	0	0.94	1.2	-4	9	-18	2
CCOc1ccc2[nH]c(=O)c(CN(CCc3ccccc3)C(=O)c3cnccn3)cc2c1	6	0	-2	1	0.9	-2	8	10	-1
CCCCOn1c(C)c(C(=O)OCC)c2c3nonc3ccc21	1	11	-7	0.89	1.1	-6	16	-8	-3
OC1(c2ccccc2F)CCN(Cc2nnnn2Cc2ccc(F)cc2)CC1	3	8	1	0.92	0.85	-10	-7	15	0
Cc1cccc(NS(=O)(=O)c2cccc(C(=O)N3CCC3)c2)c1	-2	-15	0	1.2	1.1	-6	2	-6	1
COC(=O)c1c(C(=O)OC)c(-c2ccccc2)n2c1CS(=O)C2 (stereo not given)	2	6	2	0.94	1.1	-2	6	-10	-3
CCOc1ccccc1/C=N/N1CCN(Cc2ccccc2)CC1	-5	1	1	0.99	1	-7	7	-3	0
CCNc1nc(NCC)nc(OCCOC(=O)COc2ccc(Cl)cc2Cl)n1	-3	-4	3	1	0.92	-3	-18	8	0
COc1cc(C(=O)Oc2cc(C)[nH]c(=O)c2[N+](=O)[O-])cc(OC)c1OC	-6	-9	2	1.1	0.86	-9	16	14	-1
Cc1ccc(CCC(=O)Nc2ncc(Cc3cccc(Cl)c3Cl)s2)o1	-1	-13	-2	1.1	0.93	-12	-25	7	-3
CCn1c(=NC(=O)CCS(=O)(=O)c2ccccc2)sc2cccc(OC)c21	-2	4	-27	0.96	1.2	3	1	-16	-7
Cc1nc2ccccc2c2nc(N)nn12	-3	2	0	0.97	1	-4	1	-2	0

Screening results (PubChem BioAssay)
